CHT inh: inhibits the human high affinity choline transporter. Q9GZV3. CHT-expressing cells, membrane potential dye, choline response; active compounds read low. B-score at 10 µM. hit rate 0.86% among 310,000. AID 488975;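 active = B-score over 3 SD under the library average, and starting fluorescence ratio not unusually high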;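 also: choline stimulus applied at its EC90 after an EC20 pre-addition; B-score computed on integrated fluorescence ratio after choline addition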
Target sequence (Q9GZV3 whole entry, looked up): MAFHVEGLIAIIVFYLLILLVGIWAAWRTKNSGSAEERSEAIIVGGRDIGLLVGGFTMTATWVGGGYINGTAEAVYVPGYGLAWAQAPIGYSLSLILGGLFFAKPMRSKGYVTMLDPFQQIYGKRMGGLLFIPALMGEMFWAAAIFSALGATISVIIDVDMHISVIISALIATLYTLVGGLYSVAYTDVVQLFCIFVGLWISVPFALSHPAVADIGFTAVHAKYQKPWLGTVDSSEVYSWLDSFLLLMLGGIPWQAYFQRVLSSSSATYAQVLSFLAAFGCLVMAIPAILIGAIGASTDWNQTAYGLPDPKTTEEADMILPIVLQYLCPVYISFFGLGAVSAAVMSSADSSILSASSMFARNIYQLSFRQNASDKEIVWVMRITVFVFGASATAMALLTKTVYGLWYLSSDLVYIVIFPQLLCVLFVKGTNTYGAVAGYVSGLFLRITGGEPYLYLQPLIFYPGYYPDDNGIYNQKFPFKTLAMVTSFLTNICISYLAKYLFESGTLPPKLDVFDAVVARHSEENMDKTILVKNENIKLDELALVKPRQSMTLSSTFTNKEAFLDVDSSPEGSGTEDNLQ
CHT allo act: human CHT allosteric activation; CHT-expressing cells, membrane potential dye, choline EC20; active compounds read high; LV-AA mutant CHT in HEK293 cells; B-score at 10 µM; hit rate 0.49% among 310,000;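 active = initial fluorescence not abnormally high and integrated response B-score, plate-corrected, over 3 SD above library mean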
An asterisk follows results filed as active; i = inactive.

Sequence of screens: CHT inh | CHT allo act
> COc1ccc(CC(=O)OCCN(C)C)cc1
  i | i
> COc1ccccc1NC(=O)c1ccccc1C(=O)O
  i | i
> Cc1cccc(NC(=O)Cn2c(O)c(N=NC(=O)c3ccncc3)c3ccccc32)c1
  i | i
> CC(NC(=O)c1ccc(Br)s1)c1ccncc1 (stereo not given)
  i | i
> COc1ccc(C(=O)Nc2nnc(S(=O)(=O)Cc3ccccc3)s2)cc1
  i | i
> CCc1ccc(OCC(=O)Nc2cccc3c2CCCC3)cc1
  i | i
> CC1CCN(c2nc(Cl)nc(Nc3ccc([N+](=O)[O-])cc3)n2)CC1
  i | i
> CCOC(=O)N1CCN(C(=O)CCNS(=O)(=O)c2cc(Br)cnc2N)CC1
  i | i
> COc1ccc(CCNC(=S)Nc2cc(C)ccc2C)cc1
  i | i
> CC1CCN(C(=O)CSc2nc3c(c(=O)n(C)c(=O)n3C)n2C)CC1
  i | i

Remaining list, next part.
Sequence of screens: CHT inh | CHT allo act
> CCN(CC(=O)NCc1ccc(Cl)cc1)C(=O)CSc1ccc(Br)cc1
  i | i
> CC(=O)N1CCN(C(=O)C2(NC(=O)Nc3cccc(F)c3)CCCCC2)CC1
  i | i
> CCC(=O)Nc1ccccc1C(=O)N1CCN(Cc2ccccc2)CC1
  i | i
> CCOc1ccc(NC(=O)c2cn(CC(C)C)c(=O)c3c2c2ccccc2n3C)cc1
  i | i
> COc1ccccc1NC(=O)CN1CCN(CC(=O)Nc2ccc3c(c2)OCO3)CC1
  i | i
> Cn1c(SCC(=O)NC2CCCCC2)nnc1-c1cccnc1
  i | i
> O=C(CSc1nc2ncccc2[nH]1)c1cccc([N+](=O)[O-])c1
  i | i
> Cc1ccccc1OCC(=O)N1CCCCCCC1
  i | i
> CC(/C=C1\SC(=S)N(NC(=O)c2ccncc2)C1=O)=C\c1ccccc1
  -6.5* | i
> CCOC(=O)C1(Cc2cccc(OC)c2)CCCN(Cc2cc(C(C)C)n[nH]2)C1 (stereo not given)
  i | i

Next structures:
Sequence of screens: CHT inh | CHT allo act
> Cc1cc(NC(=O)c2ccccc2)no1
  i | i
> CN(C)c1cc(-c2ccc(Cl)cc2Cl)oc(=O)c1Cl
  i | i
> Cc1ccc(C(=O)N2CCOCC2)cc1Cl
  i | i
> Cc1ccc(C(=O)N/C(=C\c2ccco2)C(=O)NCCN2CCOCC2)cc1C
  i | i
> CCCC(=O)Nc1ccc2nc(SCC(=O)N3CCCC3)sc2c1
  i | i
> Cc1c(C(=O)NCc2ccco2)oc2ccccc12
  i | i
> CCCN1C(=O)/C(=C/c2ccc(C)s2)SC1=Nc1ccc(OC)cc1
  i | i
> O=C(NCCc1ccccc1)c1ccc(NC2=NC3CS(=O)(=O)CC3S2)cc1 (stereo not given)
  i | i
> O=C(O)c1ccc(-n2nncc2-c2ccccc2)cc1
  i | i
> CC(C)(C)NS(=O)(=O)c1cccc(S(=O)(=O)c2cccc(S(=O)(=O)NC(C)(C)C)c2)c1
  i | i

(next part)
Sequence of screens: CHT inh | CHT allo act
> O=CN1CCN(C2CC(=O)N(c3ccc4c(c3)OCO4)C2=O)CC1 (stereo not given)
  i | i
> O=C(NCCCN1CCOCC1)c1ccc(Cl)c([N+](=O)[O-])c1
  i | i
> CCC(C)N(NC(C)=O)c1nc(Cl)nc(NC(C)(C)C)n1 (stereo not given)
  i | i
> C=CCOc1cccc(C2/C(=C(/O)c3ccc(Cl)cc3)C(=O)C(=O)N2CCN2CCOCC2)c1 (stereo not given)
  i | i
> CCn1c(CNC(=O)c2ccccc2)nnc1SCC(=O)N1CCN(c2ccccc2)CC1
  i | i
> Cc1cnc(C(=O)N2CCCC(C(=O)c3ccc(C(C)(C)C)cc3)C2)cn1 (stereo not given)
  i | i
> Nc1cc(-c2ccccc2)nn1Cc1ccccc1
  i | i
> Cn1nccc1C(=O)OCC(=O)Nc1nc(-c2ccccc2)cs1
  i | i
> CN(CCCN1c2ccccc2CCc2ccccc21)CC(=O)c1ccc(Cl)cc1
  i | i
> Cc1ccc(C(C[N+](=O)[O-])c2c(C)cc3ccccn23)cc1 (stereo not given)
  i | i

6 of the compounds above, in CSV form:
canonical_smiles,CHT inh,CHT allo act
CN(C)c1cc(-c2ccc(Cl)cc2Cl)oc(=O)c1Cl,i,i
Cc1ccc(C(=O)N2CCOCC2)cc1Cl,i,i
Cc1ccc(C(=O)N/C(=C\c2ccco2)C(=O)NCCN2CCOCC2)cc1C,i,i
CCCC(=O)Nc1ccc2nc(SCC(=O)N3CCCC3)sc2c1,i,i
Cc1c(C(=O)NCc2ccco2)oc2ccccc12,i,i
CCCN1C(=O)/C(=C/c2ccc(C)s2)SC1=Nc1ccc(OC)cc1,i,i

Continued.
Sequence of screens: CHT inh | CHT allo act
> O=C(Cc1ncc(C(F)(F)F)cc1Cl)N1CCN(c2ccc(F)cc2)CC1
  i | i
> O=C(Nc1ccc(Br)cc1)c1cnc[nH]1
  i | i
> CCCn1c(C(C)Nc2nc(-c3ccc(C)cc3)cs2)nc2ccccc21 (stereo not given)
  i | i
> COc1cc2cc(Oc3ccc4ccc(=O)oc4c3)c(=O)oc2cc1O
  i | i
> Cc1nc2ccccc2c(C)c1C(=O)c1ccc(F)cc1
  i | i
> CCOC(=O)N1CCN(C(=S)Nc2cccc(C)c2)CC1
  i | i
> COc1ccc2cc3cc(C(=O)NCC4CCCO4)oc3nc2c1 (stereo not given)
  i | i
> CC(=O)n1cc(CO)c2ccccc21
  i | i
> COC(=O)CNc1nc(-c2ccncc2)nc2ccccc12
  i | i
> COc1ccc2nc(SC(C(=O)c3ccccc3)c3ccccc3)nc(C)c2c1 (stereo not given)
  i | i

(list continues)
Sequence of screens: CHT inh | CHT allo act
> COc1ccc(C(=O)NNC(=O)C2CCCO2)cc1 (stereo not given)
  i | i
> COc1ccc(OC)c(S(=O)(=O)Nc2cc3c4c(c2)CCC(=O)N4CCC3)c1
  i | i
> O=C(NCc1ccc2c(c1)OCO2)Nc1ccc(Cl)cc1
  i | i
> CCN1CCc2c(sc(NC(=S)NC(=O)c3ccc(Cl)cc3)c2C(N)=O)C1
  i | i
> CCOC(=O)N1CCN=C1SCc1ccc(Cl)c(Cl)c1
  i | i
> CCCCCCC(=O)Nc1nc(C)c(-c2csc(Nc3cc(Cl)ccc3OC)n2)s1
  i | i
> C=CCSc1ccccc1C(=O)Nc1ncn[nH]1
  i | i
> O=C(CSc1ncccn1)N/N=C/c1cccc([N+](=O)[O-])c1
  i | i
> COc1ccc(CNC(=O)CNC(=O)c2sc3ccccc3c2Cl)cc1OC
  i | i
> CCOc1ccc(N(C(=O)C2CCCO2)C2C=CS(=O)(=O)C2)cc1 (stereo not given)
  i | i

(cont.)
Sequence of screens: CHT inh | CHT allo act
> CCOC(=O)C1CCCN(CCC(=O)Nc2ccc(C)cc2)C1 (stereo not given)
  i | i
> Cn1c(N)c(S(=O)(=O)NCc2ccc(Cl)cc2)c(=O)n(C)c1=O
  i | i
> Cc1ccc(C(=O)N(CCc2ccccc2)Cc2ccccc2)cc1S(=O)(=O)N1CCCCC1
  i | i
> COC(=O)COc1cc(C)cc2oc(=O)c(CC(=O)OC)c(C)c12
  i | i
> CCO[C@H]1OC(C(=O)NC2CC2)=C[C@@H](C2CCCCC2)[C@@H]1CCCO
  i | i
> CCNC(=O)c1ccc(OCC(=O)Nc2ccc(F)cc2)c(OC)c1
  i | i
> CC(=O)Cc1c(C(=O)O)c(C)nn1-c1ccccc1
  i | i
> Cc1onc(-c2ccccc2)c1C(=O)Nc1ccc2c(c1)OCO2
  i | i
> Cc1ccc(CSc2ncccc2C(=O)O)cc1
  i | i
> O=C(O)c1nn(CCOc2ccccc2F)c(=O)c2ccccc12
  i | i

Continued:
Sequence of screens: CHT inh | CHT allo act
> CSC(=S)N(C)C1CCS(=O)(=O)C1 (stereo not given)
  i | i
> Cc1ccc(S(=O)(=O)NC(C(=O)Oc2cc3oc(=O)cc(C)c3cc2Cl)C(C)C)cc1 (stereo not given)
  i | i
> CCN(/N=C/c1cccs1)c1cc(=O)n(C)c(=O)[nH]1
  i | i
> O=C(Nc1cccc2ccccc12)N1CC=C(c2ccccc2)CC1
  i | i
> CCNS(=O)(=O)c1ccc(NC(=O)c2ccc(Cn3cc([N+](=O)[O-])cn3)o2)cc1
  i | i
> Cc1nc2cc(C(=O)N3c4ccccc4CC3C)ccc2s1 (stereo not given)
  -5.3* | i
> CCC(C)(C)n1nnnc1C(c1ccc(C)cc1)N(Cc1ccco1)Cc1cccs1 (stereo not given)
  i | i
> CC(C)(C)c1ccc(-n2ncc3c2CCCC3NC(=O)CCN2CCCCC2=O)cc1 (stereo not given)
  i | i
> CN1N=C(C(=O)N2CCCC(N3CCN(c4ccc(F)cc4)CC3)C2)CCC1=O (stereo not given)
  i | i
> O=C(CN1CCCCCCC1)N/N=C/c1ccc(F)cc1F
  i | i

Next compounds.
Sequence of screens: CHT inh | CHT allo act
> O=C(O)CSCC(=O)Nc1ccccc1
  i | i
> COc1ccc2oc(C(=O)Nc3ccc(C)cn3)c(C)c2c1
  i | i
> CCN(/N=C/c1ccc(Cl)cc1)c1cc(=O)n(C)c(=O)[nH]1
  i | i
> CCOC(=O)c1c(N)sc(C(C)=O)c1C
  i | i
> CCC1=Nc2cc(C(=O)O)ccc2Sc2ccccc21
  i | i
> O=S(=O)(NCC1CCCO1)c1ccc(S(=O)(=O)N(Cc2ccc(F)cc2)Cc2ccccn2)cc1 (stereo not given)
  i | i
> CCc1ccccc1NC(=O)c1nnn(CC(=O)Nc2ccccc2C)c1N
  i | i
> CC(C)c1ccc(NC(=S)NN2CCN(C)CC2)cc1
  i | i
> COc1ccc(-c2coc3cc(O)ccc3c2=O)cc1
  i | i
> CCc1cccc(CC)c1N(COC)C(=O)Cn1c(CO)nc2ccccc21
  i | i

Next section
Sequence of screens: CHT inh | CHT allo act
> CC(C)OC(=O)CSc1nnc(Cc2ccccc2)n1C
  i | i
> O=C(CN1C(=O)c2ccccc2S1(=O)=O)NC1CCCC1
  i | i
> Cc1cc(C)nc(NC(=O)c2ccc(Cl)c(Cl)c2)n1
  i | i
> Cc1cc(C)c(C)c(S(=O)(=O)ON2C(=O)c3ccccc3C2=O)c1C
  i | i
> CC(=O)c1ccc(N2CCN(C(=O)CN(C)S(=O)(=O)c3cnc[nH]3)CC2)cc1
  i | i
> COc1cc2c(cc1OC)C(c1ccccc1F)OC(=O)C2 (stereo not given)
  i | i
> O=C(CSc1ccc(-c2ccco2)nn1)N1CCCC1
  i | i
> COc1ccc(C(CNC(=O)Cc2ccccc2F)N2CCCCC2)cc1 (stereo not given)
  i | i
> Cc1cccc(C(=O)NCCN2CCCC2)c1
  i | i
> O=C(NCc1ccccn1)C(=O)NCC(c1ccco1)N1CCN(c2ccc(F)cc2)CC1 (stereo not given)
  i | i

New compounds follow:
Sequence of screens: CHT inh | CHT allo act
> COc1ccc(OCC(O)Cn2c(Br)nc3c2c(=O)[nH]c(=O)n3C)cc1 (stereo not given)
  i | i
> COc1ccccc1-c1nnc(NC(=O)c2ccccc2F)o1
  i | i
> Cc1ccc(NC(=O)C(C)N=C2NS(=O)(=O)c3ccccc32)cc1 (stereo not given)
  i | i
> O=C(NCc1ccc(F)cc1)C1CCCN1C(=O)Nc1ccccc1 (stereo not given)
  i | i
> CCCCSc1nnc(CCC)n1N
  i | i
> CCCCCCCSc1nc(N)cc(=O)[nH]1
  i | i
> CCNc1nc(=S)nc(NCc2ccccc2)[nH]1
  i | i
> C=CC(=O)N1c2ccccc2Sc2ccc(NC(=O)OCC)cc21
  i | i
> O=C(N/N=C/c1cccc2ccccc12)c1ccncc1
  i | i
> NS(=O)(=O)c1cc(C(=O)NC2CCSc3ccccc32)ccc1Cl (stereo not given)
  i | i

(cont.)
Sequence of screens: CHT inh | CHT allo act
> CCOC(=O)c1cc2c(=O)n3cccc(C)c3nc2n(CCOC)c1=NC(C)=O
  i | i
> Cc1cccc(NC(=O)c2cc(Cl)ccc2[N+](=O)[O-])c1
  i | i
> Cc1ccc(SCc2c(C(=O)N/N=C/c3ccoc3)nnn2-c2nonc2N)cc1
  i | i
> CCOC(=O)c1c(C)c(C(=O)OCC)n(C)c1C
  i | i
> CCO/C=C/C(O)(CNC(=O)COc1ccccc1F)C(F)(F)F (stereo not given)
  i | i
> Cc1cc(Cl)c(S(=O)(=O)Nc2ccc3c(c2)OCCO3)cc1OCC(N)=O
  i | i
> Cc1cccc(CS(=O)(=O)Cc2ccc(C(=O)O)o2)c1
  i | i
> COc1cc(Cl)ccc1OCc1cc(C(=O)N(C)CC2CCCCO2)no1 (stereo not given)
  i | i
> COc1ccc(N(C)S(=O)(=O)c2cccc(C(=O)NCc3ccc4c(c3)OCO4)c2)cc1
  i | i
> Cc1nnc(NC(=O)CCSc2ccc(Cl)cc2)s1
  i | i

Next section:
Sequence of screens: CHT inh | CHT allo act
> O=C(Nc1cccc(S(=O)(=O)N2CCCCC2)c1)c1cnccn1
  i | i
> Nc1cccc(S(=O)(=O)c2ccc(N)c(N)c2)c1
  i | i
> Cc1ccc(/C=C2\SC(N)=NC2=O)s1
  i | i
> C=CCn1c(SCc2cc(=O)n3ccsc3n2)nc2scc(C3CC3)c2c1=O
  i | i
> Cc1ccc(CC(=O)Nc2cccnc2)cc1
  i | i
> COC(=O)c1ccc(C(=O)N2CCCC(Nc3ccc(C(C)C)cc3)C2)nc1 (stereo not given)
  -5.2* | i
> O=C(NCC(c1ccco1)N1CCc2ccccc21)c1c(F)cccc1F (stereo not given)
  i | i
> CCc1ccc2oc(C(=O)NCc3ccncc3)c(C)c2c1
  i | i
> COc1ccc(N(CC(=O)NCc2ccco2)S(=O)(=O)c2ccc(OC)c(OC)c2)cc1
  i | i
> CC(C)C(NS(=O)(=O)c1cccs1)C(=O)NCc1ccc2c(c1)OCO2 (stereo not given)
  i | i
> COC(=O)[C@H](CCSC)NC(=O)Nc1ccc(OC)cc1OC
  i | i
> O=C(NCc1nnc(SCC(=O)N2CCCC2)o1)c1c(F)cccc1Cl
  i | i
> Cc1cc(C(=O)COC(=O)c2csc3c2CCCC3)c(C)n1C
  i | i
